TNF death inh: TNF-alpha cell death inhibition in Jurkat FADD-/- cells. Jurkat FADD-/- TNF necroptosis rescue, ATP luminescence, 24 h; 0 = TNF only, 100 = no-TNF cells. activation (protection from cell death), % at 10 µM. actives 0.068% (n = 220,000). AID 463075;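 active = activation, meaning protection from cell death, of at least 50% relative to plate controls; inactive = activation below 50%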;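 also: necroptosis triggered by 40 ng/mL TNF-alpha added together with compound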
RBBP9 inhibitor: inhibitors of human serine hydrolase RBBP9; O75884; recombinant RBBP9, FP-Rh probe fluorescence polarization; inhibition, % at 7.94 µM; actives 0.2% (n = 220,000); AID 1515;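 active = inhibition above the campaign mean of all tested compounds plus 3 SD, cut at about 14% in these data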;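 also: plate controls were DMSO wells with RBBP9 for no effect and wells lacking RBBP9 protein for full effect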
Target sequence (O75884 whole entry, looked up): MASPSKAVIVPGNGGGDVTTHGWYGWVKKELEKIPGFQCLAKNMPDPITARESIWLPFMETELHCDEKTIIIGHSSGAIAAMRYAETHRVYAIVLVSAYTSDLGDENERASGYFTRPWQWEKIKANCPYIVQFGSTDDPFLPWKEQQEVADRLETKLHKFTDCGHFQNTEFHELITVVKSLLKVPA
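Assay system: recombinant human RBBP9; Reagent: Serine-hydrolase probe FP-Rh, 375 nM pre-mixing; Doses: 7.94 µM single dose, 0.794% DMSO; Incubation: 30 min then 45 min, 25 °C; Detection: fluorescence polarization (mP), excitation 525 nm, emission 598 nm; Evaluation: percent inhibition from mP, scaled between DMSO and no-protein wells.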
Wee1 stabilizer: inhibitors of human Wee1 degradation; P30291; HeLa Luc-Wee1K328M stability, luciferase luminescence; 100% = proteasome inhibitor MG132 effect; reporter increase, % at 5 µM; actives 1.2% (n = 220,000); AID 1321;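 active = activation above the mean of all tested compounds plus 3 SD, set per screening run, cut at about 8.8% in these data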;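 also: cells exposed to compound for 20 h before luminescence read; 0% = DMSO alone and 100% = MG132 at 30 µM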
Target sequence (P30291 whole entry K328M): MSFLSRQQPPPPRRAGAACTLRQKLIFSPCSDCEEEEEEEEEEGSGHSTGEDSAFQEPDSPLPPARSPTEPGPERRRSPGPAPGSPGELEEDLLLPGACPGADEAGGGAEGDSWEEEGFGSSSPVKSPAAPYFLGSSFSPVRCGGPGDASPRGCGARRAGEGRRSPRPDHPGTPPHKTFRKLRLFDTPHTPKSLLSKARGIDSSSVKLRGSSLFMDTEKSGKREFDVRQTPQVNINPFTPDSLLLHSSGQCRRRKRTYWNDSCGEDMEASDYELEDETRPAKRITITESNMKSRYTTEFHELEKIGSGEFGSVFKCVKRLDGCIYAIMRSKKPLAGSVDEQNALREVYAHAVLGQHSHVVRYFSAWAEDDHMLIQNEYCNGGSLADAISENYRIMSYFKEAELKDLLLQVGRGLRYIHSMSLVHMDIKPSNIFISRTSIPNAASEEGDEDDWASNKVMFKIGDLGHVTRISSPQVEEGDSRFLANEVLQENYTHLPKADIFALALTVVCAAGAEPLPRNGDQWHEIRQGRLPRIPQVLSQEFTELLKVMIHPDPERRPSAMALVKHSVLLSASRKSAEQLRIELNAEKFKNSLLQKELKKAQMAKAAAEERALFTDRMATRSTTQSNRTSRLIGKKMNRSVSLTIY
CHOP inhibitor: blocks CHOP induction under ER stress; inhibition, % at 10 µM; actives 3.8% (n = 220,000); CHO-K1 CHOP-promoter luciferase, tunicamycin-induced, 15-18 h;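 active = compounds that reduced the stress-induced luciferase reporter signal by more than about 70% of percent inhibition, limit read from the data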;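 also: 0% = tunicamycin plus vehicle and 100% = wells without tunicamycin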
zfTRPN1 agonist: agonists of zebrafish TRPN1 channel; activation, % at 3 µM; HEK293 zebrafish TRPN1-YFP, Fluo-8 calcium fluorescence; 100% = response to 87 µM carbachol; AID 1424; actives 0.18% (n = 220,000);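 active = activation above its plate's cutoff, the mean activation of test wells on that plate plus 3 SD, cut at about 19% in these data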;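 also: 0% = DMSO alone and 100% = 87 µM carbachol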
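Control set: carbachol 87 µM as high control, DMSO as low control; system: HEK293 stable line with zebrafish TRPN1-YFP; read-out: % activation versus carbachol response; detection: intracellular calcium fluorescence with Fluo-8; doses: single test compound dose, 3 µM nominal, 0.3% DMSO; schedule: dye 1 h 37 °C plus 30 min RT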
PPC-1+TRAIL kill: PPC-1 cancer cell killing with TRAIL present | PPC-1 cells + TRAIL, ATPLite viability luminescence | actives 0.41% (n = 220,000) | cell killing (% activity), % at 4 µM;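 active = cell killing above 50% in the first pass at 4 µM, then a duplicate retest at 5 µM averaging 50% or more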;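 also: plate controls were cells with TRAIL plus DMSO for no effect and medium-only wells lacking cells for full effect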
BaF3 tox: parental Ba/F3 viability inhibition as JAK2V617F counter-screen | inhibition, % at 5.6 µM | actives 1.1% (n = 220,000) | CellTiter-Glo ATP luminescence | AID 1486;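 active = inhibition above a per-campaign cutoff, the mean inhibition of all tested compounds plus 3 SD, cut at about 27% in these data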;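 also: 0% = DMSO wells and 100% = JAK Inhibitor I control wells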
TRPML3 ag: activates the human TRPML3 channel | Q8TDD5 | actives 0.29% (n = 220,000) | HEK293 TRPML3-YFP, Fluo-8 calcium fluorescence; 100% = the carbachol control signal | AID 1448 | activation, % at 3 µM;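 active = activation above its plate's cutoff, the mean activation of the plate's test wells plus 3 SD, cut at about 12% in these data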;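 also: 0% = DMSO only wells and 100% = carbachol wells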
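system = HEK293 cells stably carrying human TRPML3-YFP | doses = one concentration, 3 µM nominal, 0.3% DMSO | timing = dye loading 1 h 37 °C then 30 min ambient, 125 s read | detection = Fluo-8 calcium dye fluorescence, ex 470-495, em 515-575 nm | benchmarks = high control carbachol 87 µM, low control DMSO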
Ba/F3 V617F tox: reduce viability of Ba/F3 cells dependent on JAK2V617F; actives 1.1% (n = 220,000); Ba/F3 EpoR-JAK2V617F viability, ATP luminescence; inhibition, % at 5.6 µM;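 active = inhibition above the campaign mean plus 3 SD over all tested compounds, cut at about 24% in these data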;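 also: cytokine-independent growth of Ba/F3 cells driven by EpoR plus mutant JAK2; 0% = DMSO-treated cells and 100% = JAK inhibitor I control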
An asterisk follows results filed as active; nt = no result given; [ ] = another dose, or the depositor's remark. Outcome played no part in choosing rows; overall some 6.8% were active at least once.

SMILES	TNF death inh	RBBP9 inhibitor	Wee1 stabilizer	CHOP inhibitor	zfTRPN1 agonist	PPC-1+TRAIL kill	BaF3 tox	TRPML3 ag	Ba/F3 V617F tox
CC(=O)c1ccc(N2CCN(C(=O)Nc3ccc(F)cc3F)CC2)cc1	-0.3	1	2	3	1.9	-15	4	3.1	4
COC(=O)c1c(C)nc(C)c(C(=O)OC)c1-c1ccc(OC)cc1	2.3	7	0	4	0.3	3	-4	1.0	-1
Cc1ccc(C)c(Nc2ncnc3nc[nH]c23)c1	0.8	-5	-2	24	-0.3	-4	3	0.0	-3
CC(=O)c1ccc(NC(=O)c2ccc(S(=O)(=O)N3CCCC3)cc2)cc1	-1.2	-4	-1	17	3.5	26	3	1.9	-1
O=C(/C=C/Nc1ccc(F)c(F)c1)c1cccs1	0.5	1	1	-4	2.5	22	6	0.7	-2
COC(=O)c1ccccc1NC(=O)C(=O)NCC1CCCO1 (stereo not given)	1.1	3	1	-7	1.4	16	3	-0.1	-4
O=C(NCCCN1CCCC1=O)c1cccc(C(F)(F)F)c1	0.3	1	-2	5	-0.1	1[5 µM]	-3	-0.2	-4
O=C(CSc1nc(-c2ccco2)cc(C(F)(F)F)n1)NC1CCCCCCC1	-0.8	-3	-2	39	0.8	nt	1	-0.1	-4
Cc1cc(C)nc(NC(=O)c2cccc(Cl)c2)n1	-0.6	-4	0	16	0.2	22	2	0.5	-4
O=C(NN=C1CCN(Cc2ccccc2)CC1)c1ccccc1	1.6	-7	-3	-4	-0.4	20	6	0.7	3
O=C(CSc1ccc(-c2ccncc2)nn1)N1CCCCC1	-0.1	-8	-1	14	1.8	10	6	1.4	0
Cc1ccc(-c2nnc(N3CCN(C(=O)CN4C(=O)c5ccccc5C4=O)CC3)c3ccccc23)cc1	-1.7	-5	0	nt	0.3	nt	5	-0.3	-1
CCn1c(SCC(=O)c2ccc3ccccc3c2)nnc1-c1ccco1	1.4	-5	1	12	-1.1	6	2	0.3	-3
COCCCn1c(-c2cccs2)nc2nc3ccccc3nc21	-1.0	8	0	-15	1.2	3	1	0.9	2
Cc1ccc2c(CN3C(=O)NC4(CCCCC4)C3=O)cc(=O)oc2c1C	3.9	-11	0	30	6.5	4	6	0.5	0
CC1CCC(=NNC(=O)Cc2cccn2C)CC1 (stereo not given)	-0.2	5	2	-9	1.2	10	3	0.6	-1
CCOc1cc(CNc2ccc3[nH]c(=O)[nH]c3c2)ccc1OCC(=O)NC(C)(C)C	-12	1	-2	27	1.8	24	0	0.8	-2
COc1cc(C(=O)C(=O)c2cc(OC)c(O)c(OC)c2)cc(OC)c1O	-0.3	-3	3	3	-0.1	13	0	-0.3	2
O=C(N/N=C/c1ccncc1)c1cc(Br)ccc1OCc1ccccc1	1.2	1	-2	30	0.9	16	0	-0.3	-1
CC(=O)Nc1cccc(-n2nnc(SCC(=O)N(C)c3ccccc3)n2)c1	3.2	-2	2	12	3.1	0	-2	1.0	0
CNC(=O)C1CC(=O)N(c2ccc(C)cc2)C1 (stereo not given)	0.1	-11	-1	-20	1.5	11	8	0.3	0
N#Cc1ccc(/C=C/C(=O)c2ccc3c(c2)OCO3)cc1	1.1	0	-1	-48	-0.6	28	6	0.6	0
CCOc1cc(S(=O)(=O)NCc2ccc3c(c2)OCO3)c(C)cc1C	-1.6	-9	-1	36	-2.1	4	6	-0.4	3
CC1(Cc2cn(CCC#N)c3ccccc23)OCCO1	-0.5	-6	6	-8	0.6	6	5	0.1	0
COc1ccc(C(c2nnnn2CCc2ccccc2)N2CCN(C3CCCC3)CC2)cc1OC (stereo not given)	1.9	4	-1	9	1.7	12	1	0.6	-1
Cc1cccc(Nc2nc(N)c([N+](=O)[O-])c(NCc3ccccc3)n2)c1	-3.2	-11	0	102*	-1.1	-10	3	-1.0	-4
CCc1c(C)nc2ncnn2c1N1CCC(C(=O)NCc2ccc3c(c2)OCO3)CC1	-1.4	-4	-1	-3	0.3	9	1	-1.0	0
CC(=Nc1ccccc1)Nc1ccccc1	2.9	-10	0	-24	-0.3	-14	0	-0.2	-7
CS(=O)c1ccccc1COC(=O)Nc1ccccc1 (stereo not given)	0.4	-2	-1	0	-0.2	-7	6	0.5	-1
COc1ccc(Cc2c(O)nc(SCC(=O)N3CCOCC3)[nH]c2=O)cc1	2.7	-2	-3	1	0.9	13	0	1.3	-1

Ordered by heavy-atom count (low to high): three of the compounds above
SMILES	TNF death inh	RBBP9 inhibitor	Wee1 stabilizer	CHOP inhibitor	zfTRPN1 agonist	PPC-1+TRAIL kill	BaF3 tox	TRPML3 ag	Ba/F3 V617F tox
CC(=Nc1ccccc1)Nc1ccccc1	2.9	-10	0	-24	-0.3	-14	0	-0.2	-7
CCc1c(C)nc2ncnn2c1N1CCC(C(=O)NCc2ccc3c(c2)OCO3)CC1	-1.4	-4	-1	-3	0.3	9	1	-1.0	0
COc1ccc(C(c2nnnn2CCc2ccccc2)N2CCN(C3CCCC3)CC2)cc1OC (stereo not given)	1.9	4	-1	9	1.7	12	1	0.6	-1

Next part:
SMILES	TNF death inh	RBBP9 inhibitor	Wee1 stabilizer	CHOP inhibitor	zfTRPN1 agonist	PPC-1+TRAIL kill	BaF3 tox	TRPML3 ag	Ba/F3 V617F tox
COc1ccc(OC)c(NC(=O)CCN2CCCCC2)c1	0.9	2	-2	18	-0.8	2	-2	0.6	-5
O=C(NCc1ccncc1)C(=O)NCC1OCCCN1S(=O)(=O)c1ccccc1 (stereo not given)	1.5	-9	-2	19	-0.6	6	1	0.2	1
Cc1cc2ncn(C(=O)c3c(-c4ccccc4)noc3C)c2cc1C	-1.7	1	4	72*	-0.3	-5	-1	-0.3	-3
Cc1ccc(S(=O)(=O)N(CCC#N)C2CCCCC2)c2nsnc12	-2.0	-3	-1	0	-1.8	18	6	-0.5	3
O=C(Nc1ccc(Cl)cn1)Nc1ccccc1Cl	2.4	-6	1	37	0.2	3	3	1.2	-4
CN(Cc1cc(=O)n2ccsc2n1)C1CCCCC1	1.6	-5	4	7	0.6	7	-2	0.7	-3
CCc1ccc(C(=O)NC(=S)Nc2ccc3c(c2)OCCO3)cc1	-1.8	-8	3	-45	-0.4	16	2	-0.1	-1
O=C(NCc1cccnc1)C(=O)Nc1nc(-c2ccccc2)cs1	5.1	2	0	17	0.1	9	4	0.5	-1
NNC(=O)c1cc(Cl)ccc1Cl	-1.1	-4	-4	27	0.2	7	7	-0.3	4
Cc1cc(C)n2nc(SCC(=O)c3cccs3)nc2n1	0.2	-3	-2	18	1.8	-24	3	-0.1	-1
O=C1CCCCC1S(=O)(=O)c1ccccc1 (stereo not given)	-1.6	0	1	-3	1.0	-3	-3	1.3	0
CC(=O)c1ccc(N2CCN(C(=O)Nc3ccc(F)cc3)CC2)cc1	2.2	-2	8	20	4.8	14	1	2.3	-2
CCOC(=O)N1CCN(Cc2cn3ccccc3n2)CC1	1.2	-5	-2	13	-0.6	18	2	0.1	-5
CC1(C)C=C2[C@H]3CC[C@@H]4[C@@]5(C)CCC(=O)C(C)(C)[C@@H]5CC[C@@]4(C)[C@]3(C)CC[C@@]2(C(=O)O)CC1	0.6	0	0	95*	-0.3	14	5	1.0	-1
CNC(=O)NC(=O)COC(=O)c1ccccc1OCc1ccccc1	-0.2	-1	-3	11	-1.1	9	4	-1.1	0
CCc1ccc(OCC(=O)NNC(=O)CSc2ncnc3sc(C)c(C)c23)cc1	-2.5	-8	-2	101*	0.7	19	3	0.5	2
Cc1nc2sc(-c3ccccc3)nn2c(=O)c1Br	-4.8	-5	4	-21	0.1	0	6	0.4	3
CCCn1c(=O)c2c(C(F)(F)F)cc(-c3cccs3)nc2n(CCC)c1=O	-0.2	-1	-2	-11	-0.2	28	6	0.8	0
Cc1ccsc1/C=N\NC(=O)Cn1nnc2ccccc21	-5.7	-8	1	-13	0.7	12	5	0.1	0
Oc1ccc2ccccc2c1/C=N/c1nc2c(s1)CCCC2	-9.9	1	0	-12	-0.1	12	2	0.1	-4
CCOC(=O)C1(CC2CC2)CCN(Cc2cn(C)c3ccccc23)CC1	4.2	-6	-1	3	-1.0	6	5	1.1	2
CCC(=O)Nc1ccc(Cl)c(NC(=S)NC(C)=O)c1	0.1	-3	-1	7	0.6	-3	6	-0.2	1
Cc1ccccc1CN1C(=O)C(O)(CC(=O)c2ccncc2)c2ccccc21 (stereo not given)	-6.4	-9	-1	12	0.3	3	5	0.1	-5
CN(C)c1cccc(C(=O)NCc2ccccc2Cl)c1	0.7	-6	3	2	-1.8	14	5	-0.7	3
Cc1ccc(NC2=C(Cl)C(=O)c3ccccc3C2=O)cc1	-13	-10	2	7	1.9	22	4	0.5	3
O=C(O)/C=C\c1ccccc1Oc1ccc(F)cc1	0.2	-1	-2	7	1.2	-3	8	1.0	0
CCOC(=O)c1ccc(S(=O)(=O)NNC(=O)COc2ccccc2C)cc1	1.4	2	4	-13	2.5	15	-2	0.9	-2
C/C=C/C=N/Nc1nc(C)cc(=O)[nH]1	0.4	-1	0	24	1.3	27	4	1.2	-1
CN(Cc1ccccc1)C(=O)c1ccccc1C(=O)O	0.6	-8	9	4	1.5	9	1	1.1	-1
COCCCN1C(=O)/C(=C\c2cccs2)C(C(=O)OC)=C1C	1.5	-6	6	23	0.0	5	0	0.8	2
Nc1c(-c2cccs2)cnn1-c1nc(-c2ccc(F)cc2)cs1	-2.3	-11	-2	38	1.2	2	8	0.0	6
Cc1cccc(NC(=O)c2cc3c(=O)n4ccccc4nc3n(CC(C)C)c2=N)c1	1.8	-8	0	-6	-0.1	4	7	0.7	1
CCC1CCCCN1CCCNC(=O)CCCOc1cc(=O)n(C)c2ccccc12 (stereo not given)	-2.3	-7	1	2	0.1	22	7	0.9	2
CCOC(=O)C1C(=O)C=C(c2cccs2)CC1c1ccccc1 (stereo not given)	1.8	-7	-1	6	-2.5	20	12	-0.6	-1
O=C(O)c1cc(NS(=O)(=O)c2ccc(N3CCOCC3)c([N+](=O)[O-])c2)cc(C(=O)O)c1	0.9	-11	1	-24	0.7	12	3	0.3	3
CCn1nc(C)cc1-c1nnc(SCC(=O)Nc2ccccc2)n1CCCOC	0.8	-5	2	4	0.8	-32	1	0.4	-4
CCc1cccc(NS(=O)(=O)c2c(C)n[nH]c2C)c1	-2.2	-4	-2	30	-1.0	25	4	1.1	-3
COc1cccc2cc(C(=O)NCc3ccccn3)c(=O)oc12	-0.3	-5	2	-36	2.0	10	2	1.1	-2
CCn1cc(C(=O)N2CCc3ccccc32)c(=O)c2cc(S(=O)(=O)N3CCCC3)ccc21	-0.5	-8	-2	-5	0.6	-12	4	0.7	1
Cc1cc(C)c(NC(=O)CSc2ccc(-c3cccnc3)nn2)c(C)c1	1.0	2	-1	2	-1.1	38	6	0.3	0
